E-selectin induc: induces E-selectin expression in human endothelial cells; activation, % at 7.58 µM; hit rate 0.37% among 260,000; AID 686992; HUVEC E-selectin immunofluorescence imaging; normalized: neutral wells 0, TNF-alpha wells 100;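 active means mean E-selectin-positive cell signal at least 10% of the positive control, reached in at least 60% of replicates, without over 20% cell loss; inconclusive means no rule given, readout overlaps actives, possibly toxicity-flagged; inactive means the rest, including those meeting only one limit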;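 further: in these data hits start at about 27%; measured in HUVEC primary endothelial cells; signal is the percent of cells scored E-selectin positive by PE staining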
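Material: HUVEC primary endothelial cells; Amount: 3,000 cells per well; Dosing: single concentration; Medium: EGM-2 growth medium on 0.1% gelatin-coated wells; Read-out basis: percent E-selectin-positive cells; Signal: immunofluorescence imaging; Control set: TNF-alpha, DMSO.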
EWS-Fli block: blocks EWS/Fli oncoprotein-driven transcription; inhibition, % at 12.6 µM; hit rate 0.67% among 350,000; AID 651661; A673 NR0B1-luciferase reporter, viability-normalised;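 active means mean inhibition of at least 50% after viability correction, with every replicate also passing that limit; inconclusive means mean reaches 50% but only one of two replicates passes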;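 further: firefly luciferase signal divided by Alamar Blue viability fluorescence both relative to DMSO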
esBAF inh: blocks esBAF chromatin remodeling in mouse ES cells; AID 602393; hit rate 2% among 350,000; Bmi1-luciferase knock-in reporter, 24 h; 100% = twice the neutral-well signal; reporter increase, % at 12.5 µM; in the data active means activation above about 40%; inconclusive means no clear call, values can overlap the other calls;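 further: 0% = median of the plate's neutral control wells and 100% = double that signal; a rise in the Bmi1 reporter signal indicates esBAF inhibition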
S100A4 MyoIIA: blocks human S100A4 binding to myosin IIA peptide | AID 652163 | S100A4/TAMRA-MyoIIA peptide fluorescence polarization | P26447 | hit rate 0.14% among 360,000 | inhibition, % at 10.7 µM;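 active means mean inhibition of at least 70% across replicates, with every replicate also reaching that level; inconclusive means mean inhibition reaches 70% but some replicates fall short; inactive means mean inhibition below 70%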
Target sequence (P26447 whole entry, looked up): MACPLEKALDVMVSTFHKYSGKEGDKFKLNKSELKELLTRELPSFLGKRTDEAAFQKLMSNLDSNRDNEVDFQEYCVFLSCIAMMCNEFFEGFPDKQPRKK
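Test system: S100A4 monomer protein; Medium: HEPES pH 7.2 with CaCl2, KCl, NaCl, DTT, Triton; Probe or stimulus: TAMRA-labelled myosin IIA heavy-chain peptide probe, 5 nM; Doses: one dose per compound; Times: polarization read 5 min after assay mix addition, stable 5–60 min; Benchmarks: neutral control DMSO, positive control TFP.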
RAD54 branch: blocks human RAD54 Holliday junction branch migration | Q92698 | FAM/BHQ fluorescence | inhibition, % at 10.4 µM | hit rate 0.14% among 360,000 | AID 602329;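 active means mean normalized replicate activity at least 40 and at least half of replicates scoring 40 or more; inconclusive means only one of the two criteria met; inactive means mean below 40 and under half of replicates reaching 40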;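 further: 0% = median of neutral control wells and 100% = median of positive control wells; inhibitors cause a drop in the FAM fluorescence signal; in these data hits start at about 50%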
FN deposit inh: fibronectin deposition inhibition; AH1F fibroblasts, Alexa488-fibronectin deposition fluorescence, overnight; inhibition, % at 12.6 µM; hit rate 0.086% among 350,000; AID 743247;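 active means mean inhibition across replicates of 30% or more, regardless of how many single replicates reach that level; inconclusive means mean under 30% yet at least half of replicates reach 30%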;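 further: positive control wells lacked labelled fibronectin entirely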
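Material: AH1F fibroblast monolayer depositing Alexa488-labelled fibronectin into matrix / Amount: 10000 AH1F cells per well / Signal: fluorescence 485/525 nm / Medium: DMEM, 2% serum / Compound: single dose, pinned / Incubation: 1 h cell adhesion before compound, then overnight fibronectin incubation / Reagent: Alexa488-FN, 24 nM final / Read-out: inhibition of fibronectin deposition signal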
XiGFP reactiv: X-chromosome reactivation activator | XiGFP mouse fibroblasts, % GFP-positive cells imaging, 3 d; cells co-treated with 5-aza-dC sensitizer; scaled so ellipticine positive control = 100% | activation, % at 7.58 µM | hit rate 0.055% among 360,000;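 active means mean normalized replicate activation at least 10% and every replicate at or above 10%; inconclusive means only one of the two criteria met; inactive means mean below 10% and not all replicates reach 10%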;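 further: 0% = median of on-plate neutral control wells and 100% = ellipticine 6 µM median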
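Material: XiGFP fibroblasts, SV40-immortalized; Buffer or medium: DMEM containing 5-aza-dC; Compound dosing: single point; Times: 3 days compound exposure.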
RAD52 anneal inh: blocks human RAD52 DNA annealing; P43351; inhibition, % at 18.7 µM; hit rate 0.46% among 360,000; recombinant RAD52 DNA annealing, FRET fluorescence;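 active means every replicate showing at least 50% inhibition; inconclusive means mean inhibition at least 50% but not in every replicate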
Target sequence (P43351 whole entry, looked up): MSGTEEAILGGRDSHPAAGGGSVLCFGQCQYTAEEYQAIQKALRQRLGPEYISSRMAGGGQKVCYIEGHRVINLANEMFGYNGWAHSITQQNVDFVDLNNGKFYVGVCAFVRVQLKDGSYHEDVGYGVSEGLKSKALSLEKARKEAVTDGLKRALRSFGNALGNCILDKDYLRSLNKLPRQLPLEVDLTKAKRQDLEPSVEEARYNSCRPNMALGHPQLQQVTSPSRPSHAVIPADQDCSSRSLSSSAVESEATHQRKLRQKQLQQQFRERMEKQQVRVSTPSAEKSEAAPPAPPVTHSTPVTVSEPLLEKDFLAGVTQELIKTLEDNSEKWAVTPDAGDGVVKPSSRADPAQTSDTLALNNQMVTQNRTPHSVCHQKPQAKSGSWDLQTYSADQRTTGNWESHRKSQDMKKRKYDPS
* hit, by the source's call; u = inconclusive; x = no result given.

SMILES	E-selectin induc	EWS-Fli block	esBAF inh	S100A4 MyoIIA	RAD54 branch	FN deposit inh	XiGFP reactiv	RAD52 anneal inh
CSC(=Cc1ccc(C(=O)c2ccc(C)cc2)n1C)S(C)=O (stereo unspecified)	0.1	-36	x	-6	x	5	0.0	-26
CCOc1ccc(C(=O)Nc2cc(C)c3c(=O)oc4ccccc4c3n2)cc1	0.6	-18	2	-12	-1	-5	0.1	-15
C=CCC[C@H](Cc1ccc(F)cc1)C(=O)OC[C@H](Cc1c[nH]c2ccccc12)NC(=O)[C@H](CC=C)CC(=O)N[C@H](CO)Cc1ccccc1	x	2	6	0	6	-16	0.1	-2
COc1ccc(S(=O)(=O)N2CCCCN3[C@H](CO)[C@H](c4ccc(C#CC(C)C)cc4)[C@@H]3C2)cc1	-0.6	6	-1	3	-3	x	0.0	7
CCCNC(=O)N1CC2(C1)CN(C(C)=O)[C@@H](CO)c1c2c2ccc(OC)cc2n1C	0.1	-1	x	-5	x	x	0.5	-9
C[C@@H]1CN([C@H](C)CO)C(=O)c2cc(Br)cnc2O[C@@H]1CN(C)C(=O)Nc1ccc(F)cc1	-0.1	4	3	1	-1	0	-0.6	6
CC(Sc1nncn1C)C(=O)Nc1cc(C(F)(F)F)ccc1N1CCOCC1 (stereo unspecified)	0.0	3	x	-4	x	-4	0.0	-3
COc1ccccc1NC(=O)N1C[C@H]2[C@@H](c3ccccc31)[C@H](CO)N2Cc1ccccc1F	0.1	-1	1	0	-3	x	0.1	-4
CN(C)S(=O)(=O)n1cc(/C=C(\NC(=O)c2ccccc2F)C(=O)NCCCn2ccnc2)c2ccccc21	x	4	-1	-2	-2	-11	0.0	2
COc1ccc(C(=O)N=c2sc3c(C)ccc(OC)c3n2C)cc1	x	-108	7	-3	11	0	0.0	-7
CCCNC(=O)COc1coc(CN2CCN(C(=O)c3ccco3)CC2)cc1=O	-0.2	-7	-3	1	3	4	-0.1	-9
O=C1OCC(CC2=C(O)C(=O)OC2)=C1O	0.4	-1	2	-1	-3	7	0.2	-2
Cc1ccc(S(=O)(=O)NC2c3cccc4cccc(c34)C2Sc2n[nH]c(N)n2)cc1 (stereo unspecified)	8.0	-22	x	-9	x	4	1.3	-25
CS(=O)(=O)c1ccc(Cl)c(NC(=O)CSc2nncn2-c2ccccc2)c1	x	1	0	-2	3	-18	0.0	-17
CCCNC(=O)Nc1ccc2c(c1)C(=O)N(C)[C@H]1CC[C@@H](CC(=O)NCCCN(C)C)O[C@H]1CO2	0.0	-15	1	-5	1	6	0.3	-2
Cc1c(Cl)cccc1NC(=O)N1CCN(C(=O)c2ccco2)CC1	19	0	-2	-4	3	x	0.0	-10
COc1cccc(NS(=O)(=O)c2ccc3c(c2)NC(=O)CC(=O)N3)c1	x	5	-5	-4	-5	0	0.1	-3
CN(C)CCCNC(=O)C[C@@H]1C=C[C@@H](NC(=O)c2ccccc2F)[C@H](CO)O1	0.0	0	0	16	3	-13	-0.2	-12
CC1CCCN(C(=O)C2CCN(S(=O)(=O)c3cccc4cccnc34)CC2)C1 (stereo unspecified)	x	-2	3	-3	-4	-4	0.1	-12
CCN(CC)C(=O)C(=O)c1cc(C)n(-c2ccc(F)cc2)c1C	x	1	x	5	x	4	0.1	-3

Further structures follow.
SMILES	E-selectin induc	EWS-Fli block	esBAF inh	S100A4 MyoIIA	RAD54 branch	FN deposit inh	XiGFP reactiv	RAD52 anneal inh
CCOC(=O)C1=C(c2ccc(O)cc2)NC(=O)NC1C (stereo unspecified)	x	5	x	-3	1	-1	0.0	-16
O=C(Cc1ccccc1)NS(=O)(=O)c1ccc(N=NN2CCOCC2)cc1	3.0	8	-8	5	x	4	0.1	-4
NC(=O)C1CCN(c2ccc(S(=O)(=O)N3CCCCC3)cn2)CC1	8.0	33	x	6	x	-2	0.1	-14
Cc1ccccc1-c1cnc(C(O)c2ccc(F)cc2)[nH]1 (stereo unspecified)	1.7	-39	x	43	-1	1	-0.1	-2
COc1ccc(-c2cn(CC[C@H]3CC[C@@H](NS(=O)(=O)c4ccccc4C)[C@H](CO)O3)nn2)cc1	-0.6	-19	10	4	5	x	-0.8	11
O=C(O)[C@@H]1[C@@H](CO)[C@@H]2Cn3c(ccc(C4=CCCCC4)c3=O)[C@@H]2N1C(=O)Cc1cccnc1	-0.3	6	x	-6	x	x	0.1	-10
Cc1ccc(S(=O)(=O)Nc2ccc3c(c2)C(=O)N([C@H](C)CO)C[C@@H](C)[C@H](CN(C)Cc2ccncc2)O3)cc1	1.0	3	-2	4	0	x	0.1	-19
CCOc1ccc(NC(=O)CN(C)C(=O)C(C)Oc2ccc(Cl)cc2)cc1OCC (stereo unspecified)	x	2	-1	-2	2	x	0.0	-8
O=C(NCCc1ccccc1F)C1CCC(=O)N(Cc2ccc(Cl)cc2)C1 (stereo unspecified)	x	-8	2	-2	3	6	0.0	-2
CSc1ccc(CNC(=O)c2ccc(NC(=O)C3=CSCCO3)cc2)cc1	x	x	16	-5	-9	2	0.0	-10
CCOC(=O)C1=CN(Cc2cccc(-c3cccnc3)c2)S(=O)(=O)N(CC)C1C (stereo unspecified)	2.7	-23	17	-1	-7	4	-0.2	-6
Fc1ccccc1CNc1ncnc2sccc12	x	39	-6	-1	2	-3	0.0	-45
C/C=C/c1ccc2c(c1)O[C@H](CN(C)C(=O)CC)[C@H](C)CN([C@@H](C)CO)S2(=O)=O	0.0	1	-4	-55	1	x	-1.3	-3
CCOc1ccc(NC(=O)CCN2C(=O)c3ccccc3C2=O)cc1	0.5	-10	-4	1	4	-5	0.1	7
CCC(CC)NC(=O)Cc1ccc(F)cc1	x	4	2	4	0	x	0.1	-18
CC(C)n1c(SCc2cc(=O)[nH]c3ccccc23)nc2c1c(=O)n(C)c(=O)n2C	x	5	10	-3	4	x	x	-8
CCC(=O)N1CCC2(CC1)Oc1ccc(F)cc1C(=O)C21CC(c2ccccc2)=NO1 (stereo unspecified)	0.0	2	-7	-2	1	6	0.1	-17
CC1(C)Cc2c(sc(NC(=O)C(=O)N3CCN(CCO)CC3)c2C(N)=O)CO1	1.0	x	-9	1	7	4	0.0	-12
C[C@@H]1CN([C@H](C)CO)C(=O)c2cccc(NS(=O)(=O)c3cccs3)c2O[C@H]1CN(C)S(=O)(=O)c1ccc(F)cc1	-0.2	-6	-3	-1	-6	x	-0.5	-4
CC(C)NC(=O)N(C)C[C@@H]1Oc2ccc(NC(=O)Nc3ccc4c(c3)OCO4)cc2CC(=O)N([C@H](C)CO)C[C@H]1C	0.0	4	6	2	1	-2	1.2	-3

Next compounds.
SMILES	E-selectin induc	EWS-Fli block	esBAF inh	S100A4 MyoIIA	RAD54 branch	FN deposit inh	XiGFP reactiv	RAD52 anneal inh
O=C(CNC(=O)c1cccs1)N/N=C/c1c(F)cccc1Cl	-1.7	-24	17	-1	0	8	0.0	-8
CCCN1C[C@H](C)[C@@H](OC)CN(C)C(=O)c2cc(NC(=O)Nc3ccccc3F)ccc2OC[C@H]1C	-0.3	1	-4	7	-6	13	0.0	-9
COc1ccc(S(=O)(=O)N2CCCCC2)cc1NC(=O)[C@@H]1CCCN1C(=O)c1cccs1	x	-1	3	-6	4	2	-0.1	-4
CCS(=O)(=O)C1=NN2C(=N)/C(=C\c3ccc(OC(=O)c4ccco4)c(OC)c3)C(=O)N=C2S1	x	x	4	7	1	-7	0.0	-86
COc1ccc(/C=C/C(=O)Nc2ccc3nc4n(c(=O)c3c2)CCCC4)cc1	3.9	5	x	12	x	-2	0.0	-12
CCc1ccc([C@@H]2CC(=O)[C@@H]3CN(S(=O)(=O)c4ccccc4C)[C@H](c4ccc(Cl)cc4)C[C@@H]3N2S(=O)(=O)c2ccc(C)cc2)cc1	-0.3	17	-16	-6	7	x	0.1	-18
O=C(NCCCN1CCOCC1)[C@@H]1[C@@H](CO)[C@@H]2Cn3c(cccc3=O)[C@H]1N2C(=O)C1CCCC1	-0.1	5	x	2	x	x	-0.1	-7
COCCCNC(=O)Cn1cnc2sc(C)c(S(=O)(=O)N3CCN(c4ccccc4OC)CC3)c2c1=O	-0.1	0	1	0	4	-1	0.1	-2
COc1cc2c(cc1OC)C(NNC(=O)c1ccc(Br)o1)=NC(C)(C)C2	11	8	0	15	4	-5	0.0	-50
CCCC#Cc1ccc2c(c1)O[C@@H](CN(C)C(=O)C1CCCCC1)[C@@H](C)CN([C@H](C)CO)S2(=O)=O	1.0	14	-15	x	x	x	-1.1	x
Oc1ccc(F)c(CN2CCN(c3ncc(Cc4ccccc4)cn3)CC2)c1	0.4	0	x	2	x	6	-0.1	-4
O=C(COc1ccccc1C(=O)O)Nc1nc2ccc([N+](=O)[O-])cc2s1	-0.3	-26	5	0	-1	-1	0.0	-16
C[C@@H]1CN([C@H](C)CO)C(=O)Cc2cc(NC(=O)Nc3ccc4c(c3)OCO4)ccc2O[C@@H]1CN(C)S(=O)(=O)c1cn(C)cn1	-9.0	-3	3	x	-5	x	0.0	x
COc1ccccc1C(=O)NC(=O)COC(=O)c1cccc(C)c1O	-1.0	-3	6	10	u	1	-0.6	-10

Sorted by value in esBAF inh (highest first): 3 of the compounds above
Structure,esBAF inh,S100A4 MyoIIA,RAD52 anneal inh
O=C(COc1ccccc1C(=O)O)Nc1nc2ccc([N+](=O)[O-])cc2s1,5,0,-16
COc1cc2c(cc1OC)C(NNC(=O)c1ccc(Br)o1)=NC(C)(C)C2,0,15,-50
CCCN1C[C@H](C)[C@@H](OC)CN(C)C(=O)c2cc(NC(=O)Nc3ccccc3F)ccc2OC[C@H]1C,-4,7,-9

High-throughput results deposited in PubChem by Broad Institute.
